DAX1 inh-1: inhibits human nuclear receptor DAX1. inhibition, % at 6.75 µM. P51843. HEK293 Gal4-DAX1 luciferase reporter, luminescence. AID 504766. 340,000 compounds, 0.99% hits;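 active = inhibition above the mean over all tested compounds plus 3 SD, cut at about 4.2% in these data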;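 note: 0% = DAX1-transfected cells with DMSO and 100% = empty-vector control cells with DMSO; inhibition shows as a rise in luminescence from relieved DAX1 repression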
Target sequence (P51843 207-470 limits assumed): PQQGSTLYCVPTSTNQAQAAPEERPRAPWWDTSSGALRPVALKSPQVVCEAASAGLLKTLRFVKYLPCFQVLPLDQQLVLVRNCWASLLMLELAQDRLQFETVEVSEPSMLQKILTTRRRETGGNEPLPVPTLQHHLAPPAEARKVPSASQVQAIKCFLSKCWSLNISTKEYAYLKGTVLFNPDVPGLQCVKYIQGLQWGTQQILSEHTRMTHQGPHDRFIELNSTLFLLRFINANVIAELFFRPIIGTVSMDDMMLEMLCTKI
PLC-beta3 inh: blocks human PLC-beta3 enzyme activity; AID 720704; Purified PLC-beta3, fluorogenic substrate, fluorescence; Q01970; inhibition, % at 12.2 µM; 370,000 compounds, 0.18% hits; in the data active = inhibition above about 11%;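 note: 0% = median of compound wells on plate and 100% = full blocker control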
MBD2 DNA inh: inhibitors of human MBD2 binding to methylated oligonucleotide; 370,000 compounds, 0.31% hits; inhibition, % at 4.4 µM; TR-FRET; in the data active = inhibition above about 13%
ssDAF-12 act: activators of S. stercoralis DAF-12 nuclear receptor; HEK293 ssDAF-12/GRIP1 lit1-tk-luc reporter, luminescence; % of 3 µM dafachronic acid response; activation, % at 6.8 µM; 370,000 compounds, 1% hits;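 active = activation above the mean over all tested compounds plus 3 SD, cut at about 0.9% in these data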;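 note: 0% = DMSO-only wells and 100% = 3 µM delta7-dafachronic acid wells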
PLCg1 inh: blocks human PLC-gamma1 enzyme activity; P19174; purified PLC-gamma1, fluorogenic substrate, fluorescence; inhibition, % at 12.2 µM; 370,000 compounds, 0.84% hits; in the data active = inhibition above about 9.5%
DAX1 inh-2: blocks DAX1 repression of SF-1 activated StAR promoter. HEK293T StAR-luciferase reporter, SF-1/DAX-1 repression relief. inhibition, % at 6.8 µM. 370,000 compounds, 1.1% hits. AID 652010;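 active = inhibition above the mean over all tested compounds plus 3 SD, cut at about 3.6% in these data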;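 note: 0% = DAX-1 cells with DMSO and 100% = cells lacking DAX-1 with DMSO; higher inhibition means more luminescence from relief of DAX-1 repression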
SMARCA2 act: activators of SMARCA2 function. MG213 cells, MMTV-luciferase reporter, dexamethasone, overnight. activation, % at 9.1 µM. 370,000 compounds, 1% hits. AID 652017; in the data active = activation above about 7.8%;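 note: 0% = vehicle wells and 100% = reference activator wells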
hgDAF-12 ag: activates the H. glycines DAF-12 receptor ligand-binding domain | AID 687014 | HEK293 GAL4-hgDAF12 UAS-luciferase reporter, agonist luminescence; normalized to butyrate control | activation, % at 6.8 µM | 370,000 compounds, 1.8% hits;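 active = activation above a cutoff set at the mean of all screened compounds plus 3 SD, cut at about 10% in these data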;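 note: 0% = DMSO wells and 100% = sodium butyrate wells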
Rev-erbA mod: modulates human Rev-erb alpha binding to DNA; activity, % at 10 µM; 370,000 compounds, 0.79% hits; AID 1259318; P20393; Rev-erbα–FITC-DNA binding, fluorescence polarization, 90 min;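 active = activity above about 14%, limit read from the data; passing the limit was not always enough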;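 note: 0% = DMSO wells with 35 nM protein and 100% = DMSO wells with 750 nM protein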
ADAM17 inh: inhibitors of human ADAM17 | recombinant ADAM17, EDANS/DABCYL FRET peptide cleavage | 370,000 compounds, 0.83% hits | P78536 | inhibition, % at 6.95 µM;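 active = inhibition above the mean of compounds lying between control limits plus 3 SD, set per campaign, cut at about 8.5% in these data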;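 note: 0% = DMSO-only wells as the low control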
Target sequence (P78536 215-824 limits assumed): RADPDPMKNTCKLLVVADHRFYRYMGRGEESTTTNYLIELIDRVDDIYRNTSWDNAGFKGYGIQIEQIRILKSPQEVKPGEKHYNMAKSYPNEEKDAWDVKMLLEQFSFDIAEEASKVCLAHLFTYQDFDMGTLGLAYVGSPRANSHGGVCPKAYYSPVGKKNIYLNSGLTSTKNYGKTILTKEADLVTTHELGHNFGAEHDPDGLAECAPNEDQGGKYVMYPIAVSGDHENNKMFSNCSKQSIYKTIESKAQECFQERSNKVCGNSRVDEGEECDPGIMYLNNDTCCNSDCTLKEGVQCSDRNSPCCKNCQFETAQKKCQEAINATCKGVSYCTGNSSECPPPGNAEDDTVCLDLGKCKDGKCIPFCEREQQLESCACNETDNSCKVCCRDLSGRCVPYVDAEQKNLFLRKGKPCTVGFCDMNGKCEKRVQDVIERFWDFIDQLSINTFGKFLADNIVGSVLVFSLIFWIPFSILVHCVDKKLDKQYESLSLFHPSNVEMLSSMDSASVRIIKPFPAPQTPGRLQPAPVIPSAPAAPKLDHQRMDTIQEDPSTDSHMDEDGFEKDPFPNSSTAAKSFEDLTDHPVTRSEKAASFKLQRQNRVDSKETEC
hcDAF12 agonist: activators of H. contortus DAF-12 nuclear receptor. HEK293 hcDAF-12 lit1-tk-luc reporter, luminescence; 0% DMSO, 100% Δ7-dafachronic acid. activation, % at 6.8 µM. 370,000 compounds, 1.4% hits. AID 652067;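 active = activation above the mean of all tested compounds plus 3 SD, cut at about 5.5% in these data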;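 note: 100% = response to 3 µM Δ7-dafachronic acid high control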
* = called active by the depositor; nt = not tested or not shown. The order is random; 7.4% or so of the library scored in one or more.

SMILES	DAX1 inh-1	PLC-beta3 inh	MBD2 DNA inh	ssDAF-12 act	PLCg1 inh	DAX1 inh-2	SMARCA2 act	hgDAF-12 ag	Rev-erbA mod	ADAM17 inh	hcDAF12 agonist
Cn1c(NCCc2ccncc2)nc2cc(-c3ccsc3)sc2c1=O	nt	-0.6	6.6	-1.4	-0.3	-0.9	1.9	0.9	-10.8	-8.9	-3.9
CCOC(=O)CSc1nnc(Cc2ccc(OC)cc2)n1-c1ccccc1	0.4	6.5	0.5	-1.2	6.6	-0.2	-1.5	1.9	2.8	0.1	0.0
COc1ccc(OC)c(NC(=O)CSc2nc(N)c(-c3ccccc3)c(=O)[nH]2)c1	0.4	-0.6	1.5	-1.1	-1.2	-0.4	0.5	-0.8	2.6	-2.7	-0.2
CN(C)CCC(=O)N1c2ccccc2Sc2ccc(C(F)(F)F)cc21	0.3	-2.4	3.6	-1.3	-0.7	-0.2	-1.0	0.0	-2.8	-2.0	-2.4
NS(=O)(=O)c1ccc(-c2ccc(/C=C3\SC(=S)N(C4CCS(=O)(=O)C4)C3=O)o2)cc1 (stereo not given)	-0.3	-31.4	1.8	-1.3	-16.4	0.5	-3.3	-0.9	5.3	-8.3	-1.6
Cc1ccc2[nH]c(=O)c(CN(CC3CCCO3)S(=O)(=O)c3cccc4nsnc34)cc2c1 (stereo not given)	-0.3	1.0	7.0	-0.9	-1.2	-1.0	-6.2	-1.7	0.2	-4.0	0.2
CCn1c(Cc2ccccc2)nnc1SCC(=O)NC1CCCC1	0.2	-5.2	1.4	-0.8	-1.3	-0.1	-2.0	0.7	-1.3	-0.2	-0.3
CN(C(=O)c1cccc(NC(=O)Cc2ccc(NC(=O)C3CCN(C(=O)C4CCCCC4)CC3)cc2)c1)C1CCCCC1	-1.6	1.8	3.1	-1.3	2.0	1.6	-3.0	-2.3	-6.0	0.1	-1.8
CCc1nnc(NC(=O)CSc2nc3ccccc3s2)s1	0.6	-5.7	-0.6	-0.8	2.7	0.8	-4.3	1.0	5.2	2.4	-0.2
COc1ccc(NS(=O)(=O)c2cccc(C(=O)OCC(=O)Nc3cc(C)on3)c2)cc1	0.0	3.1	5.5	-0.9	-2.6	-0.4	-3.3	1.6	1.3	-1.5	1.8
COc1nc(C)cc(C)c1S(=O)(=O)c1ccccc1C	-0.2	-6.7	3.3	-1.4	1.4	0.1	-1.6	-4.8	2.3	-4.2	-1.1
COc1ccc(N2CCN(C(=O)CSc3ccccc3)CC2)cc1	0.7	0.0	-4.6	-1.6	-0.7	-0.3	-2.2	-2.3	2.6	-4.5	-0.8
COc1ccc(S(=O)(=O)N2CCN(c3nn(C)c(=O)n(C)c3=O)CC2)cc1	2.1	-5.8	2.0	-0.6	-0.1	-0.7	-2.3	0.7	6.0	-0.1	-2.0
CC(C)C[C@H]1CN([C@@H](Cc2ccccc2)CN2CCC[C@@H]2CN2C(=O)C(=O)NC[C@@H]2Cc2ccccc2)C(=O)C(=O)N1CCc1ccccc1	nt	-1.4	3.9	-0.7	-0.1	-0.5	-6.4	1.1	-5.7	-3.0	0.5
CC1(C)OC(=O)C(=NNc2ccc(Cl)cc2)C(=O)O1	0.3	3.5	-6.8	-1.5	6.6	0.5	-0.9	-1.8	-0.8	5.2	-0.7
CC(C)Nc1nc(-c2ccccc2)nnc1-c1ccccc1	0.8	1.5	4.8	-1.7	1.8	-0.6	1.2	3.2	-0.7	-1.6	-1.6
COc1cccc(-c2ncc3ccccc3c2COC(=O)c2ccccc2C(=O)O)c1	-1.2	3.5	-2.5	-1.4	4.3	2.2	1.0	-1.8	6.4	2.8	-1.6
COc1ccccc1OCCn1nnc2ccccc21	0.7	-2.1	-3.9	-0.6	2.0	0.6	10.7*	4.9	2.7	2.5	2.4
CCN(CC)C(=O)COc1ccc(/C(C)=N/NC(=O)c2ccccc2-n2cccc2)cc1	1.4	-21.9	9.7	-0.2	-10.8	0.1	-1.8	-0.9	-0.5	-4.4	2.5
C=CCNc1c2c(nc3ncnn13)CC(C)CC2 (stereo not given)	1.5	2.6	0.0	-1.8	2.5	0.1	0.5	-0.3	2.0	1.6	-0.8

Taken from above:
COc1ccc(NS(=O)(=O)c2cccc(C(=O)OCC(=O)Nc3cc(C)on3)c2)cc1 in ADAM17 inh = -1.5
CN(C)CCC(=O)N1c2ccccc2Sc2ccc(C(F)(F)F)cc21 in Rev-erbA mod = -2.8

Further structures:
SMILES	DAX1 inh-1	PLC-beta3 inh	MBD2 DNA inh	ssDAF-12 act	PLCg1 inh	DAX1 inh-2	SMARCA2 act	hgDAF-12 ag	Rev-erbA mod	ADAM17 inh	hcDAF12 agonist
COCCN(C(=O)CSc1nc2ccc(OC)cc2[nH]1)c1c(N)n(Cc2ccccc2)c(=O)[nH]c1=O	0.7	-7.7	-3.6	-1.1	1.7	0.2	0.8	0.7	3.9	-1.3	1.8
O=C(CCN1C(=O)/C(=C/c2ccccc2)SC1=S)N1CCCCCC1	-0.1	-11.0	-2.3	-0.4	-2.6	-0.2	-2.0	-3.9	3.6	-3.3	-1.1
CCOC(=O)c1sc(=NC(=O)c2ccccc2Br)n(C)c1C	1.3	-10.2	-2.7	0.8	-7.0	7.4*	5.4	11.4*	7.6	2.8	12.8*
COC(=O)/C=C1\SC(=NC(=O)c2ccc(C)cc2)NC1=O	1.7	-0.5	-0.8	-0.6	3.4	1.2	2.6	1.0	-4.9	0.5	-0.3
CC1CCN(S(=O)(=O)c2ccc3c(c2)oc(=O)n3C)CC1	-0.7	-2.6	1.4	-1.1	2.0	-0.1	1.6	-0.9	-1.8	-1.2	-0.8
COc1ccc(C[C@](C)(N)C(=O)O)cc1OC	0.2	2.7	0.3	-0.9	-1.7	-1.2	-2.8	1.3	-1.2	0.6	-2.1
O=C(Nc1nnc(-c2ccccc2Cl)s1)c1ccccc1F	1.5	-3.0	-7.9	-1.1	-0.5	0.6	-0.7	1.4	26.9*	2.7	1.0
Cc1ccc(C(=O)CCC(=O)Nc2cccc(C(F)(F)F)c2)cc1C	0.3	1.6	5.9	-1.5	1.7	0.9	1.0	-1.3	0.9	7.0	-1.9
Cc1ccc(CNC(=O)C2CCC(=O)N(Cc3cccc(F)c3)C2)s1 (stereo not given)	0.6	0.5	1.0	-1.2	2.8	0.0	-0.1	3.1	4.0	-1.3	1.8
C=CCn1c(Cc2cccs2)nnc1SCC(=O)Nc1ccc(OC)c(OC)c1	0.2	0.0	-0.9	-0.9	-0.2	-0.4	-2.0	-0.5	2.2	-3.1	-1.1
O=C(O)c1cccc(Oc2ccc([N+](=O)[O-])cc2)c1	-2.1	5.1	-7.5	-0.6	9.4	-0.2	-3.4	1.8	-1.7	4.7	1.3
COc1ccc(/C=N/NC(=O)c2cc(-c3ccccc3)nc3ccccc23)c(OC)c1	0.9	-194.9	3.7	-1.3	-133.1	-0.8	1.8	1.2	1.1	-10.5	-2.6
Cc1ccc(S(=O)(=O)N2CCCN(S(=O)(=O)c3ccc(C(F)(F)F)cc3)CC2)cc1	0.1	0.9	-5.7	-1.3	1.0	-0.3	0.6	-0.8	0.3	0.1	-0.6
CCCS(=O)(=O)NC(=O)C1(C)CCCN(C(=O)c2cccc3ccccc23)C1 (stereo not given)	nt	4.7	3.1	-0.2	0.7	0.9	4.9	2.2	-5.4	-1.5	-2.2
N#Cc1ccc(C(=O)OCC(=O)Nc2cccc(S(=O)(=O)NC3=NCCC3)c2)cc1	-0.3	-5.8	-2.1	-0.6	-8.2	0.0	-2.8	-1.3	-2.8	-1.0	1.6
Cc1ccc(SCc2ccc(C(=O)Nc3nccs3)o2)cc1	1.2	-11.3	-4.2	-0.3	-7.5	1.6	2.5	7.2	3.3	0.1	0.2
COc1cccc(-c2nnc(SCC(=O)OC(C)C)n2N)c1	0.7	2.1	1.3	-1.0	-3.0	-0.6	-2.2	2.9	0.9	-3.5	-0.9
CC(CCc1ccccc1)NC(=O)CCC(=O)N1CCC(C(=O)O)CC1 (stereo not given)	3.6	0.4	0.2	-1.1	1.0	0.2	6.2	-3.7	-2.7	1.3	-2.0
CCC(c1nnnn1CCOC)N1CCN(Cc2ccccc2)CC1 (stereo not given)	-0.5	3.0	-2.4	-1.2	2.0	1.1	-1.5	1.5	-1.4	-2.0	-0.2
Cc1ccc(S(=O)(=O)N2[C@H](CC(=O)c3ccc(F)cc3)OC[C@@H]2C(C)C)cc1	nt	1.4	2.6	-0.7	1.8	-1.3	-2.2	-2.5	-5.5	-0.7	-1.8
CCCCCCn1c(N2CCCC2)nc2c1c(=O)n(C)c(=O)n2C	-1.9	-2.7	2.9	-2.4	1.6	-0.5	-1.9	-0.2	5.0	-2.1	-2.6
O=C(Nc1ccc(Cl)cn1)c1ccccc1[N+](=O)[O-]	3.5	2.4	-0.8	-0.6	-0.7	1.0	3.2	3.2	2.2	1.2	0.7
CCC1(C)C(Nc2c(C)cccc2C)=NC(=S)N1c1ccc(NC(C)=O)cc1 (stereo not given)	0.4	-0.5	-0.2	-0.5	-1.1	0.5	-1.1	-1.9	-6.0	-5.0	-0.8
Cc1ccc(N(C(C)C(=O)Nc2c(C)n(C)n(-c3ccccc3)c2=O)S(C)(=O)=O)cc1C (stereo not given)	0.2	4.8	-5.4	-1.2	0.6	-0.8	-1.9	-3.3	1.2	-1.5	-1.7
CCn1c(CNC(=O)c2ccccc2Br)nnc1SCC(=O)Nc1nncs1	0.8	-3.5	0.5	-0.1	0.3	0.3	-0.9	0.5	-0.1	1.3	1.1
O=C(CCC(=O)OCC(=O)c1ccc(C(F)(F)F)cc1)OCC(=O)c1ccc(C(F)(F)F)cc1	nt	-4.3	0.5	-1.2	0.1	-0.5	-0.7	-0.7	-3.5	-0.2	0.8
FC(F)(F)c1cccc(Cn2nnnc2-c2ccc(Cl)cc2)c1	0.4	-0.9	6.0	-1.8	2.9	-1.0	-0.7	0.0	-1.9	-1.5	-1.8
O=C(NC1CCCCN(Cc2ccc(OC(F)(F)F)cc2)C1=O)c1cccc(F)c1 (stereo not given)	nt	-1.7	-1.3	-1.5	-1.6	0.2	-1.8	0.5	-2.4	-0.9	-0.2
O=C1CC(c2ccccc2)SC(N(c2ccccc2)c2ccccc2)=N1 (stereo not given)	-1.2	1.4	-1.6	-1.7	1.2	-0.4	0.8	2.0	-0.6	-0.2	-1.1
CCc1ccc2[nH]c(=O)c(CN(CCCN3CCOCC3)C(=O)Nc3ccccc3)cc2c1	-0.3	-3.2	1.0	-2.2	-1.9	-0.8	-3.4	-4.4	-2.6	-8.6	-3.6
CCn1cc(CN2CCc3c([nH]c4ccccc34)C2c2ccc(F)c(OC)c2)c(C)n1 (stereo not given)	0.1	-58.5	5.0	-1.0	-42.5	-0.7	-0.7	0.6	-6.1	-19.2	1.2
O=C(NC(=S)Nc1ncccn1)c1ccccc1Br	1.4	-2.9	10.1	0.8	0.7	0.6	0.9	5.6	-1.0	-9.8	3.4
CC(NC(=O)[C@H](C)NC(=O)[C@@H]1CSC2c3ccccc3C(=O)N21)c1ccccc1 (stereo not given in full)	0.4	-1.5	-3.2	-1.5	0.4	-2.5	-0.2	0.8	2.5	-0.7	-2.1
CC(=O)Nc1ccc(S(=O)(=O)N(C)CC(=O)OCC(=O)N(C)c2ccccc2)cc1	-0.6	-3.4	0.8	-0.5	-1.7	0.5	1.4	-2.1	-1.7	-3.0	-1.7
CCOC(=O)C(=O)Nc1cccc(C(=O)OCC)c1	-0.9	-0.1	-1.3	-1.6	-1.7	0.1	-2.8	3.1	9.5	-3.5	-0.2
